# Source: PubChem (The Scripps Research Institute Molecular Screening Center)
# PRMT1 inh – PRMT1 methyltransferase inhibitors, primary screen, biochemical, fluorescence polarization; 370,000 compounds, 1.3% hits; recombinant PRMT1, activity-based probe fluorescence polarization; inhibition, % at 2.79 µM; Protein arginine N-methyltransferase 1 (Homo sapiens), Q99873;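 active = inhibition above about 21% made by adding two undisclosed values, limit read from the data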
# PG9 binder – binders of HIV-1 gp120 antibody PG9, primary screen, biochemical, TR-FRET; TR-FRET gp120-PG9 antibody binding; AID 624416, 2012; HIV-1 gp120 / PG9 antibody interaction; inhibition, % at 6.7 µM; 360,000 compounds, 0.43% hits; in the data active = inhibition above about 8.5%
# ABHD4 inh – ABHD4 inhibitors, primary screen, biochemical, fluorescence polarization, mouse | (Lyso)-N-acylphosphatidylethanolamine lipase (Mus musculus), Q8VD66 | purified mABHD4, FP-Rh probe fluorescence polarization | inhibition, % at 8.92 µM | 370,000 compounds, 0.54% hits | AID 720543, 2013;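 active = inhibition exceeding the mean over every tested compound plus 3 SD, cut at about 30% in these data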;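 note: 0% = plate median of compound wells and 100% = S159A mutant with DMSO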
#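 Test system: mABHD4 protein | Buffer or medium: HEPES pH 7.0 buffer, 150 mM NaCl, 0.01% Pluronic F-127 | Probe or stimulus: FP-Rh fluorescent activity-based probe, added after compound pre-incubation | Timing: Pre-incubation 45 min, probe exposure 60 min, at 25 °C | Technique: Fluorescence polarization, excitation 525 nm, emission 598 nm, BODIPY TMR filters | Repeats: Single well per compound (singlicate)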
# SIAE inh – human SIAE inhibitors, primary screen, biochemical, fluorescence polarization, FP-Rh probe, 1536-well HTS. SIAE FP-Rh probe binding. inhibition, % at 9.66 µM. 370,000 compounds, 0.69% hits;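 active = inhibition above a cutoff: mean of compounds within the control limits plus 3 SD of those, cut at about 17% in these data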;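 note: 0% = plate median of compound wells and 100% = probe without SIAE protein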
# TCR-CD3 inh – inhibitors of human TCR-CD3 interaction, primary screen, biochemical, fluorescence, TAMRA-labeled TCR probe; T-cell receptor (TCR); inhibition, % at 9.4 µM; 360,000 compounds, 0.37% hits; AID 651800, 2012; in the data active = inhibition above about 19%;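 note: recombinant mutant TCR 2C K166C tagged with TAMRA read by polarization; 0% = receptor in buffer alone and 100% = receptor with positive control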
# HTRA1 inhibitor – HTRA1 serine protease inhibitors, primary screen, biochemical, fluorescence polarization, HTS | recombinant HTRA1, FP-rhodamine activity-based probe | AID 504803, 2011 | 340,000 compounds, 0.5% hits | inhibition, % at 5.96 µM; in the data active = inhibition above about 36%;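 note: 0% = enzyme with DMSO and 100% = wells lacking enzyme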
# Target sequence (Q92743 whole entry, looked up): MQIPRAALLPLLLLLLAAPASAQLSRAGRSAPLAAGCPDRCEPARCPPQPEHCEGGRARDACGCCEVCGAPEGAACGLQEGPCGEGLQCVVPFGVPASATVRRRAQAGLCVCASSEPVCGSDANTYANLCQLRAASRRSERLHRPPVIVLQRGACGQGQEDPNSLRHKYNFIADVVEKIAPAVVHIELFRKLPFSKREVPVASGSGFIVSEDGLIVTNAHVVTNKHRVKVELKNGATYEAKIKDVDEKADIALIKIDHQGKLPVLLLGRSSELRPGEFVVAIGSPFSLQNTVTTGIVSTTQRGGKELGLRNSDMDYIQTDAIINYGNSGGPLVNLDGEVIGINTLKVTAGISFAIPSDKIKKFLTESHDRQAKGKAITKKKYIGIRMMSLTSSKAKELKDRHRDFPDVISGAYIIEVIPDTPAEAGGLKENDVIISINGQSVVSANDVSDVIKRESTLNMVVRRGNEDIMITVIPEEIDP
# Tn7 DDE FP – inhibitors of Tn7 peptide binding to fibrin DD(E), primary screen, biochemical, fluorescence polarization, human fibrin, Tn7 probe; Fibrinogen beta chain (Homo sapiens), P02675; FP displacement of FITC-Tn7 peptide from fibrin DD(E); 0% = median of compound wells per plate; inhibition, % at 8.3 µM; 370,000 compounds, 0.13% hits; AID 720508, 2013;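 active = inhibition above the mean of compounds falling within the control limits plus 3 SD of them, cut at about 14% in these data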;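 note: 0% = plate median of compound wells and 100% = 10 µM Aha-Tn7 peptide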
# Target sequence (P02675 whole entry, looked up): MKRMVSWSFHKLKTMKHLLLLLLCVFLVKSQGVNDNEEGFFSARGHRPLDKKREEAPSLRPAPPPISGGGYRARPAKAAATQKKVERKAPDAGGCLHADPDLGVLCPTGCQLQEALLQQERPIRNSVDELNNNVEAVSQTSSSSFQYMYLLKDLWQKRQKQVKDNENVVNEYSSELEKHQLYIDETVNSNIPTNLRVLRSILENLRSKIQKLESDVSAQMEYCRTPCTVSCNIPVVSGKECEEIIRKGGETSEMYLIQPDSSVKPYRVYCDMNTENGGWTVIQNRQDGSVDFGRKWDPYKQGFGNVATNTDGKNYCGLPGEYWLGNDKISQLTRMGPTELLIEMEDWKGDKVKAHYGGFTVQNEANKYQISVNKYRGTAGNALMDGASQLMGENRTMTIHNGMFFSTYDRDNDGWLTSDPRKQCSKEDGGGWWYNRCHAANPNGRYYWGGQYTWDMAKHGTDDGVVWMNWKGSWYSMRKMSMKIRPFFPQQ
#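 Assay system: Human clot-derived fibrin DD(E) complex | Buffer or medium: Tris/NaCl/CaCl2 buffer, pH 7.8 | Repeats: One replicate per compound | Benchmarks: Aha-Tn7 high control | Measure: % inhibition scaled between sample-field median and high-control FP | Schedule: 10 min plus 3 h, room temperature | Signal: Fluorescence polarization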
# UHRF1 binding – UHRF1 methylated DNA binding inhibitors, primary screen, counter-screen for MBD2 inhibitor project, biochemical, TR-FRET, human UHRF1, single concentration | E3 ubiquitin-protein ligase UHRF1 (Homo sapiens), Q96T88 | UHRF1 binding to methylated oligo | inhibition, % at 4.4 µM | 370,000 compounds, 0.75% hits; in the data active = inhibition above about 21%;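 note: UHRF1 SRA domain binding a hemimethylated CpG hairpin DNA probe; 0% = median of test compound wells and 100% = reference inhibitor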
# TDP2 inh – human TDP2 enzyme inhibitors, primary screen, biochemical, epi absorbance, recombinant enzyme; Tyrosyl-DNA phosphodiesterase 2 (Homo sapiens), O95551; T5PNP hydrolysis, p-nitrophenol absorbance 415 nm; inhibition, % at 12.8 µM; 370,000 compounds, 0.34% hits; AID 720702, 2013;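 active = inhibition above the mean of all tested compounds plus 3 SD, set per campaign, cut at about 25% in these data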;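 note: 0% = DMSO with enzyme and 100% = buffer with substrate but no TDP2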
#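 Test system: Human TDP2 enzyme | Reagent: 5 mM T5PNP | Compound dosing: 12.8 µM single point, 1% DMSO | Incubation: Enzyme reaction with compound for 2 h at 37 °C | Technique: p-Nitrophenol epi absorbance | Read-out: % inhibition relative to enzyme-containing and enzyme-free wells | Benchmarks: High control without enzyme, low control DMSO plus TDP2 | Replicates: Singlicate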
# LEDGF integ inh – blockers of LEDGF/p75-dependent integrase strand transfer – biochemical, TR-FRET, high throughput, primary screen; HIV-1 integrase (with human LEDGF/p75); TR-FRET IN-LEDGF/p75 DNA integration, Eu/Cy5; inhibition, % at 3.7 µM; 370,000 compounds, 0.64% hits; AID 743269, 2014;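 active = inhibition above the screen-wide mean plus 3 SD, cut at about 13% in these data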;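 note: signal is the Cy5 over europium emission ratio at 671 and 618 nm; 0% = plate median of compound wells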
# * marks the source's active call; other numbers are inactive results; . = not tested or not shown.
nr	SMILES	UHRF1 binding	HTRA1 inhibitor	SIAE inh	TDP2 inh	TCR-CD3 inh	Tn7 DDE FP	LEDGF integ inh	PG9 binder	ABHD4 inh	PRMT1 inh
1	O=C(ONC(=O)C1C2C=CC(C2)C1C(=O)NOC(=O)c1ccccc1)c1ccccc1 (centres undefined)	0	-1	3	1	2	-3	1	1.5	-1	-5
2	Cc1cccc(C(=O)NCC(=O)NCC(c2cccs2)N2CCOCC2)c1 (centres undefined)	-5	-10	9	4	0	1	-3	-0.3	1	-2
3	COc1ccc(C2CC(c3ccccc3)=NN2S(=O)(=O)c2ccc(C)cc2)c(OC)c1 (centres undefined)	8	-42	-13	4	-5	-3	0	-1.3	-14	2
4	C=CCn1c(SCC(=O)c2cccs2)nc2sc(C)cc2c1=O	3	-3	-5	-9	5	2	-1	-2.6	-5	3
5	O=C(NNc1ccccn1)C(=O)NNS(=O)(=O)c1ccc(F)cc1	-3	2	7	1	4	-4	-2	-3.3	36*	-2
6	CCN(CC)C(=O)Cn1cc(S(=O)(=O)CC(=O)Nc2ccc3c(c2)OCCO3)c2ccccc21	-3	0	1	-3	6	-5	-1	-0.5	-6	-2
7	COc1ccccc1NC(=O)C(=O)NCC(c1ccco1)N1CCc2ccccc21 (centres undefined)	-1	-2	11	18	8	-4	2	0.2	-6	6
8	Cc1ccc(N(CC(=O)N/N=C/c2cccnc2)S(=O)(=O)c2ccccc2)cc1	-1	-10	-2	-12	2	0	-1	-2.6	-5	0
9	COC(=O)[C@]12CCCCC=C1N(Cc1ccc(OC)cc1)C(=O)[C@@H]2CC(=O)NCc1cccs1	1	.	-1	-7	.	2	-2	.	-2	0
10	COC(=O)[C@H]1[C@H](c2ccccc2)[C@H](C(=O)OC)O[C@H]1c1ccccc1	2	2	6	-6	-1	-2	4	-1.6	-5	-5
11	Oc1ccccc1CNCc1ccccc1	0	14	3	0	-2	-2	3	-2.2	2	-7
12	COCC(C)NC(=O)Cc1ccc(Cl)cc1 (centres undefined)	-4	2	3	9	6	6	6	-0.3	-10	-2
13	Cc1nc(C)c(C(=O)NNC(=O)Nc2ccc(Cl)cc2)s1	-3	.	5	6	1	-1	6	0.3	1	-4
14	CN1CCN(C(=O)CN(C)S(=O)(=O)c2ccc(F)cc2)CC1	-2	7	-3	-8	5	4	-6	-0.9	2	1
15	Cc1nnc(NC(=O)CSc2nnc(-c3ccccc3)n2C)s1	2	4	-1	-1	0	0	18*	0.4	0	1
16	Cc1cc(S(=O)(=O)Nc2ccc(C(=O)NC3CC3)cc2)ccc1F	-1	1	12	14	-2	1	-3	-2.7	-4	0
17	O=C(NCCCn1ccnc1)C1CC(c2ccccc2Cl)=NO1 (centres undefined)	-1	-4	2	9	0	-10	0	-0.1	6	6
18	COc1ccccc1-c1noc(CCCC(=O)NC2CCCCC2)n1	3	0	-4	7	-9	6	-2	-0.6	1	2
19	CCN(CC(=O)NCc1cccs1)C(=O)c1cccc(S(=O)(=O)Nc2ccccc2OC)c1	1	1	2	-13	-3	-1	0	-3.7	-5	-2
20	Cc1cccc(-c2noc(CCC(=O)NCCc3ccccc3)n2)c1	1	-11	-6	0	8	2	0	-0.5	0	2
21	CCCCn1c(=O)[nH]c(=O)c2c1nc(-c1ccsc1)n2Cc1ccccc1	0	-4	-9	-10	7	-4	1	0.5	2	-1
22	O=C(CCC(=O)N(c1ccccc1)C(C(=O)NC1CCCC1)c1ccncc1)Nc1cccnc1 (centres undefined)	-4	4	1	-1	7	8	0	-0.2	0	1
23	O=C(CSc1ccc2c(c1)OCCO2)Nc1ccc(Br)cc1	2	-15	2	4	3	9	-1	-0.1	-4	4
24	COC(=O)CN1CCN(C(c2ccccc2)c2ccccc2)CC1	3	-5	-4	11	0	5	-2	0.3	7	2

# Arranged by molecular weight (lowest first): some entries from above
nr	SMILES	UHRF1 binding	HTRA1 inhibitor	SIAE inh	TDP2 inh	TCR-CD3 inh	Tn7 DDE FP	LEDGF integ inh	PG9 binder	ABHD4 inh	PRMT1 inh
20	Cc1cccc(-c2noc(CCC(=O)NCCc3ccccc3)n2)c1	1	-11	-6	0	8	2	0	-0.5	0	2
18	COc1ccccc1-c1noc(CCCC(=O)NC2CCCCC2)n1	3	0	-4	7	-9	6	-2	-0.6	1	2
19	CCN(CC(=O)NCc1cccs1)C(=O)c1cccc(S(=O)(=O)Nc2ccccc2OC)c1	1	1	2	-13	-3	-1	0	-3.7	-5	-2

# (list continues)
nr	SMILES	UHRF1 binding	HTRA1 inhibitor	SIAE inh	TDP2 inh	TCR-CD3 inh	Tn7 DDE FP	LEDGF integ inh	PG9 binder	ABHD4 inh	PRMT1 inh
25	C=CCn1c(SCC(=O)NCc2ccco2)nc2sc3c(c2c1=O)CCC3	2	1	-3	-1	1	1	0	0.3	6	2
26	Cc1nc2c(c(=O)c3ccccc3n2C)c(=O)n1C1CCCC1	-1	.	1	-6	2	10	-2	-1.0	-4	3
27	O=C(Nc1ccc(S(=O)(=O)Nc2nccs2)cc1)c1ccc(S(=O)(=O)N2CCOCC2)cc1	4	2	-3	-9	1	-1	-4	-2.5	-13	0
28	CS(=O)(=O)c1ccccc1C(=O)Nc1cccc(-c2nc3ccccc3o2)c1	-1	-9	-3	15	5	0	5	-1.0	-15	-4
29	c1ccc(C2=NC(c3ccccc3)CC2)cc1 (centres undefined)	-2	-11	4	5	5	1	1	1.4	5	-1
30	Cc1cccc(-c2nc3ccccc3c(=O)[nH]2)c1	4	-12	-3	10	-5	4	-1	-1.1	-3	5
31	Cc1ccc(S(=O)(=O)N2CCCCC2)cc1NC(=O)CSc1nnnn1C	0	-3	-4	-6	4	-2	-2	0.4	1	1
32	COCc1cc(N2CCN(C(=O)OC(C)(C)C)C[C@H]2C)ccc1Br	-1	.	1	-10	8	-6	5	0.7	-10	-6
33	Cc1cc(=O)[nH]c(NNC(=O)c2ccc(Cl)cc2)n1	0	4	8	-9	2	4	-3	1.3	2	-4
34	CNC1=C([N+](=O)[O-])CC([N+](=O)[O-])=C(N2CCNCC2)N1C	-3	0	3	2	3	-1	1	0.0	12	0
35	CSCC[C@H](NC(=O)N1CCn2c1nc1ccccc12)C(=O)NCc1ccc(C)cc1	-2	-22	-5	-4	5	0	4	-0.6	-2	0
36	CCCCn1nnc(NC(=O)c2ccco2)n1	0	-2	-1	8	1	0	-3	0.3	0	4
37	CC(C)N(Cc1ccccc1)S(=O)(=O)c1ccc(-n2cccn2)cc1	2	-17	-7	-1	-2	7	-5	-1.0	-9	1
38	COc1ccc(C2=NNC(c3cccnc3)=Nc3ccc(OC)cc32)cc1	-2	-2	-2	7	-7	-1	-1	4.1	2	-2
39	CCc1nnc(NC(=O)C2CC(=O)N(CCc3ccccc3)C2)s1 (centres undefined)	5	-1	0	-2	-1	1	4	0.8	-9	2
40	CCCC(=O)Nc1ccc(S(=O)(=O)Nc2cc(OC)nc(OC)n2)cc1	2	5	0	2	1	-5	-2	1.9	4	3

# Six consecutive compounds already listed, for reference:
nr	SMILES	UHRF1 binding	HTRA1 inhibitor	SIAE inh	TDP2 inh	TCR-CD3 inh	Tn7 DDE FP	LEDGF integ inh	PG9 binder	ABHD4 inh	PRMT1 inh
1	O=C(ONC(=O)C1C2C=CC(C2)C1C(=O)NOC(=O)c1ccccc1)c1ccccc1 (centres undefined)	0	-1	3	1	2	-3	1	1.5	-1	-5
2	Cc1cccc(C(=O)NCC(=O)NCC(c2cccs2)N2CCOCC2)c1 (centres undefined)	-5	-10	9	4	0	1	-3	-0.3	1	-2
3	COc1ccc(C2CC(c3ccccc3)=NN2S(=O)(=O)c2ccc(C)cc2)c(OC)c1 (centres undefined)	8	-42	-13	4	-5	-3	0	-1.3	-14	2
4	C=CCn1c(SCC(=O)c2cccs2)nc2sc(C)cc2c1=O	3	-3	-5	-9	5	2	-1	-2.6	-5	3
5	O=C(NNc1ccccn1)C(=O)NNS(=O)(=O)c1ccc(F)cc1	-3	2	7	1	4	-4	-2	-3.3	36*	-2
6	CCN(CC)C(=O)Cn1cc(S(=O)(=O)CC(=O)Nc2ccc3c(c2)OCCO3)c2ccccc21	-3	0	1	-3	6	-5	-1	-0.5	-6	-2

# Next records follow.
nr	SMILES	UHRF1 binding	HTRA1 inhibitor	SIAE inh	TDP2 inh	TCR-CD3 inh	Tn7 DDE FP	LEDGF integ inh	PG9 binder	ABHD4 inh	PRMT1 inh
41	N#CCC(=O)N/N=C/c1cc([N+](=O)[O-])ccc1N1CCOCC1	-7	-1	-12	8	-1	-1	-1	-0.9	-2	0
42	CC(C)NC(=O)c1c(CSc2ccc(Cl)cc2)noc1C(=O)NCc1ccccc1	2	-35	-7	-8	0	7	-3	2.5	-6	1
43	CCC1=NN2C(=N)/C(=C/c3cc(C)n(Cc4ccccc4)c3C)C(=O)N=C2S1	-2	-22	-6	-1	-6	0	2	-2.9	-18	-2
44	O=C(O)/C=C/C(=O)Nc1ccc(Cl)cc1C(=O)c1ccccc1	-1	-10	-2	-7	-2	-1	3	-1.7	0	13
45	COc1ccc(NC(=O)NCc2ccccn2)cc1OC	1	3	2	8	-1	7	-3	-1.6	-1	1
46	CCC(=O)N1CCc2cc(Br)cc(S(=O)(=O)NC3CCN(Cc4ccccc4)CC3)c21	0	1	2	12	-2	3	-1	-0.7	0	-2
47	COc1ccc(C(=S)N2CCOCC2)cc1OC(=O)c1cccc([N+](=O)[O-])c1	0	7	4	-5	3	6	1	-0.4	-2	-2
48	COc1ccc(C2C(C(C)=O)=C(O)C(=O)N2c2ccccn2)cc1 (centres undefined)	-3	8	5	4	3	3	3	0.2	4	-4
